Screening data from PubChem BioAssay.
GPR151 activ – activators of human GPR151; PathHunter beta-arrestin GPR151 cells, luminescence; AID 1508602; hit rate 1% among 650,000; activation, % at 11.2 µM; in the data active = activation above about 4.9%;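 note: 0% = median of compound wells and 100% = cells with positive control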
Target sequence (Q8TDV0 whole entry, looked up): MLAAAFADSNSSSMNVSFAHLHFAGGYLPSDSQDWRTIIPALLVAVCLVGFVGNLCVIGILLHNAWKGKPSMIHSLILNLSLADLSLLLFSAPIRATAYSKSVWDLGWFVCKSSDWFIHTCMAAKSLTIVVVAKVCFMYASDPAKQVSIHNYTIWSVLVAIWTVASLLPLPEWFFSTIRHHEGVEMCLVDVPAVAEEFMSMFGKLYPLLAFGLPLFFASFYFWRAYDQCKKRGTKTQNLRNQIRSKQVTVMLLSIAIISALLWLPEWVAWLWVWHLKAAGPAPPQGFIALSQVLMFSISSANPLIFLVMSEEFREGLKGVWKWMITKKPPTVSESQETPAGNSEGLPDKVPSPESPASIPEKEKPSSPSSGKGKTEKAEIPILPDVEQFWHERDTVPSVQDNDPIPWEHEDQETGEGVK
MITF inh – blocks human microphthalmia-associated transcription factor; O75030; AlphaScreen MITF homodimerization, bead proximity signal; inhibition, % at 2.6 µM; hit rate 0.91% among 650,000; AID 1259374; in the data active = inhibition above about 50%;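 note: 0% = vehicle wells with protein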
TEAD-YAP inh – TEAD-YAP interaction inhibition; HEK-TIYL cells, TEAD-Gal4/YAP UAS-luciferase luminescence; inhibition, % at 9.12 µM; hit rate 1.4% among 640,000; in the data active = inhibition above about 32%;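 note: 0% = median of test compound wells and 100% = reference inhibitor wells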
FBW7 act – activators of human E3 ligase FBW7. hit rate 0.13% among 650,000. Q969H0. AID 1259310. normalized activity (activation), % at 26.1 µM. AlphaScreen FBW7–phospho-cyclin E peptide binding, activator screen; in the data active = normalized activity above about 1.9%;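 note: purified mutant Fbw7 with reduced substrate affinity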
Target sequence (Q969H0 whole entry, looked up): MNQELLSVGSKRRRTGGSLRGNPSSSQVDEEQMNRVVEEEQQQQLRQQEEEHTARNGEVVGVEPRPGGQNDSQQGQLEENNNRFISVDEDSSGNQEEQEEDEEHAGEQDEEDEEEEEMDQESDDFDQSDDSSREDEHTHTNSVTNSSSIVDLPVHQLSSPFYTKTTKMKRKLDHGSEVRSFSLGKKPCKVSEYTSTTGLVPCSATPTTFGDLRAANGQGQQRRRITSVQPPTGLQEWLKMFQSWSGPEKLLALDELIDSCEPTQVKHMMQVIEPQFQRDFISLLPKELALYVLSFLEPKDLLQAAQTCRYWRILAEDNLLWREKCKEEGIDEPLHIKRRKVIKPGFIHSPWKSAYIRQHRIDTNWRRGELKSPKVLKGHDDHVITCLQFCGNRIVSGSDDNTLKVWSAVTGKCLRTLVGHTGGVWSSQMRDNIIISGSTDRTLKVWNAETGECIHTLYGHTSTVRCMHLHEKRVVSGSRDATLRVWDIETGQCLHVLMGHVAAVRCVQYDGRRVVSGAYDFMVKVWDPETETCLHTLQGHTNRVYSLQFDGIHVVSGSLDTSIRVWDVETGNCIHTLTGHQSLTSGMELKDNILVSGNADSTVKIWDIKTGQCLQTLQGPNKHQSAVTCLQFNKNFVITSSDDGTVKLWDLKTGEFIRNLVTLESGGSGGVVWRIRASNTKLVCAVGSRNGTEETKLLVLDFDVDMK
* marks the source's active call; other numbers are inactive results; & = joins results of further samples.

Results for COc1ccc(Nc2nc(NCc3cccc(C(F)(F)F)c3)c3[nH]cnc3n2)cc1 ?
GPR151 activ: -0.5; MITF inh: -8; TEAD-YAP inh: -6; FBW7 act: 0.0

Results for CC(C)N(C)Cc1nnnn1CC(=O)N(C)Cc1ccc(F)cc1 ?
GPR151 activ: 2.8; MITF inh: -10; TEAD-YAP inh: 4; FBW7 act: 0.0

Results for Cc1cccc(N2C(=O)CSC2c2ccccc2F)c1 (stereo not drawn) ?
GPR151 activ: 0.9; MITF inh: 7; TEAD-YAP inh: 0; FBW7 act: 0.1

What do the screens show for `O=C(COc1ccccc1F)N1CCN(c2ccc3nnc(-c4ccco4)n3n2)CC1`?
GPR151 activ: -1.5; MITF inh: -23; TEAD-YAP inh: 4; FBW7 act: -0.5

What do the screens show for `C=Cc1ccc(Cn2c(C)c(CNCc3ccc(OCC)cc3)c(C(=O)O)c2C)cc1`?
GPR151 activ: 0.6; MITF inh: -3; TEAD-YAP inh: 9; FBW7 act: -0.3

How did Cc1ccccc1NC(=O)c1cc2ccccn2n1 do in these assays?
GPR151 activ: -3.2; MITF inh: -8; TEAD-YAP inh: -30; FBW7 act: 0.0

Results for Cc1cccc2nc(-c3cccc(NC(=O)c4cccs4)c3)cn12 ?
GPR151 activ: -0.1; MITF inh: 4; TEAD-YAP inh: -23; FBW7 act: 0.0

How did CCOc1cc(C2C3=C(CCCC3=O)N(C)C3=C2C(=O)CCC3)ccc1OC do in these assays?
GPR151 activ: 0.9; MITF inh: 6; TEAD-YAP inh: 3; FBW7 act: 0.1

Results for CC(C)N(CCCNC(=O)Cn1c2ccccc2c2cn[nH]c(=O)c21)Cc1ccccc1 ?
GPR151 activ: 4.8; MITF inh: -12; TEAD-YAP inh: 5; FBW7 act: -0.1

How did CC(Cc1cnccn1)NC(=O)CCc1nnc(CCC2CCCCC2)o1 (stereo not drawn) do in these assays?
GPR151 activ: 1.7; MITF inh: 2; TEAD-YAP inh: 4; FBW7 act: 0.1

What do the screens show for `CCCN1C(=O)/C(=C/c2cccc(O)c2)SC1=S`?
GPR151 activ: 1.8; MITF inh: 1; TEAD-YAP inh: -6; FBW7 act: -0.5

How did C[C@@H]1CN(Cc2nnnn2CC(=O)N2CCSCC2)C[C@H](C)O1 do in these assays?
GPR151 activ: -1.3; MITF inh: 3; TEAD-YAP inh: 2; FBW7 act: 0.1

Results for Cc1ccc(NCC(=O)N/N=C\c2cccc(OC(=O)c3ccco3)c2)cc1 ?
GPR151 activ: 2.1; MITF inh: -3; TEAD-YAP inh: 5; FBW7 act: 0.0

How did CCNc1c(NS(=O)(=O)c2ccc(C)c(C)c2)c(=O)oc2ccccc12 do in these assays?
GPR151 activ: 0.5; MITF inh: -7; TEAD-YAP inh: 8; FBW7 act: 0.4

What do the screens show for `COc1ccc2c(c1OC)C(=O)O[C@H]2[C@H]1c2c(cc3c(c2OC)OCO3)CCN1C`?
GPR151 activ: 0.9&-1.0; MITF inh: 1&-3; TEAD-YAP inh: 3&-1; FBW7 act: 0.0&0.4

How did CCSc1nnc2c(n1)OC(c1cc(Br)ccc1OC)Nc1ccccc1-2 (stereo not drawn) do in these assays?
GPR151 activ: -0.2; MITF inh: -3; TEAD-YAP inh: -5; FBW7 act: 0.0

Results for O=C(O)c1cccc(NS(=O)(=O)c2cccc3nsnc23)c1 ?
GPR151 activ: -1.2; MITF inh: -5; TEAD-YAP inh: 2; FBW7 act: -0.1

Results for COc1ccccc1Cn1c(=S)[nH]c2cc(C(=O)N3CCN(c4ccccc4OC)CC3)ccc2c1=O ?
GPR151 activ: 0.9; MITF inh: -4; TEAD-YAP inh: -5; FBW7 act: 0.0

How did Cc1cc(C)n(-c2nc3nonc3nc2Nc2ccc(I)cc2)n1 do in these assays?
GPR151 activ: 1.9; MITF inh: 8; TEAD-YAP inh: 14; FBW7 act: -0.1

How did CCOc1ccccc1CN1CCN(c2ccc([N+](=O)[O-])cc2)CC1 do in these assays?
GPR151 activ: -0.3; MITF inh: 16; TEAD-YAP inh: -4; FBW7 act: -0.1

Quoted at random: 6 records from the list
What do the screens show for `COc1ccc2c(c1OC)C(=O)O[C@H]2[C@H]1c2c(cc3c(c2OC)OCO3)CCN1C`?
GPR151 activ: 0.9&-1.0; MITF inh: 1&-3; TEAD-YAP inh: 3&-1; FBW7 act: 0.0&0.4

Results for COc1ccc(Nc2nc(NCc3cccc(C(F)(F)F)c3)c3[nH]cnc3n2)cc1 ?
GPR151 activ: -0.5; MITF inh: -8; TEAD-YAP inh: -6; FBW7 act: 0.0

How did Cc1ccccc1NC(=O)c1cc2ccccn2n1 do in these assays?
GPR151 activ: -3.2; MITF inh: -8; TEAD-YAP inh: -30; FBW7 act: 0.0

How did CCSc1nnc2c(n1)OC(c1cc(Br)ccc1OC)Nc1ccccc1-2 (stereo not drawn) do in these assays?
GPR151 activ: -0.2; MITF inh: -3; TEAD-YAP inh: -5; FBW7 act: 0.0

Results for COc1ccccc1Cn1c(=S)[nH]c2cc(C(=O)N3CCN(c4ccccc4OC)CC3)ccc2c1=O ?
GPR151 activ: 0.9; MITF inh: -4; TEAD-YAP inh: -5; FBW7 act: 0.0

How did C[C@@H]1CN(Cc2nnnn2CC(=O)N2CCSCC2)C[C@H](C)O1 do in these assays?
GPR151 activ: -1.3; MITF inh: 3; TEAD-YAP inh: 2; FBW7 act: 0.1

Returning to the listing with the 2 entries that preceded the break.
How did Cc1cc(C)n(-c2nc3nonc3nc2Nc2ccc(I)cc2)n1 do in these assays?
GPR151 activ: 1.9; MITF inh: 8; TEAD-YAP inh: 14; FBW7 act: -0.1

How did CCOc1ccccc1CN1CCN(c2ccc([N+](=O)[O-])cc2)CC1 do in these assays?
GPR151 activ: -0.3; MITF inh: 16; TEAD-YAP inh: -4; FBW7 act: -0.1

What do the screens show for `O=C(CN1C(=O)COc2ccc(S(=O)(=O)N3CCCC3)cc21)NC1CCCCCCC1`?
GPR151 activ: -1.3; MITF inh: -3; TEAD-YAP inh: -7; FBW7 act: -0.1

What do the screens show for `O=C(Nc1c(-c2ccccc2)c2cc(Br)ccc2[nH]c1=O)c1ccccc1`?
GPR151 activ: -0.1; MITF inh: -2; TEAD-YAP inh: 7; FBW7 act: -0.1

Results for CC1CCCCC1OC(=O)NC(C(F)(F)F)C(F)(F)F (stereo not drawn) ?
GPR151 activ: 1.2; MITF inh: -5; TEAD-YAP inh: 11; FBW7 act: -0.1

Results for CCOC(=O)CNC(=O)Cn1cnc2c(cnn2-c2ccc(F)cc2)c1=O ?
GPR151 activ: -0.8; MITF inh: 4; TEAD-YAP inh: 1; FBW7 act: -0.2

Results for CCCCNC(=O)C1CC(=O)c2sc(NC(=O)C3CCC3)nc2C1 (stereo not drawn) ?
GPR151 activ: -0.4; MITF inh: 10; TEAD-YAP inh: -10; FBW7 act: 0.1

Results for COc1ccc(OC)c(NC(=O)CN2CCC(NC(=O)c3ccccc3)CC2)c1 ?
GPR151 activ: 0.4; MITF inh: -4; TEAD-YAP inh: 2; FBW7 act: -0.1

Results for C#CCOC(=O)CCCC(=O)O ?
GPR151 activ: 2.3; MITF inh: -1; TEAD-YAP inh: 7; FBW7 act: 0.1

How did COC(=O)[C@@H](NC(=O)CCC1(Cc2ccc3ccccc3c2)CCC(=O)N1)C(C)C (stereo partly drawn) do in these assays?
GPR151 activ: 0.7; MITF inh: -5; TEAD-YAP inh: 3; FBW7 act: 0.3

What do the screens show for `COc1ccc(NC(=O)CC23CC4CC(C2)CC(CC(=O)Nc2ccc(OC)cc2)(C4)C3)cc1`?
GPR151 activ: 1.8; MITF inh: -1; TEAD-YAP inh: -13; FBW7 act: -0.1

How did O=C(NCc1cccc(Oc2ccc(F)cc2)c1)c1ccco1 do in these assays?
GPR151 activ: -1.0; MITF inh: 8; TEAD-YAP inh: 2; FBW7 act: 0.3

How did Nc1c(C(=O)NC2CCCC2)sc2nc(-c3cccs3)ccc12 do in these assays?
GPR151 activ: 1.2; MITF inh: 8; TEAD-YAP inh: -15; FBW7 act: 0.4

What do the screens show for `Clc1cccc(Nc2ncnc3ccc(Br)cc23)c1`?
GPR151 activ: 0.0; MITF inh: -4; TEAD-YAP inh: 23; FBW7 act: -0.1

How did CCCCOC(=O)CSCc1nc2ccccc2c(=O)[nH]1 do in these assays?
GPR151 activ: -0.8; MITF inh: 0; TEAD-YAP inh: -3; FBW7 act: 0.0

What do the screens show for `CC(C)(C)Nc1nc(OC(C(F)(F)F)C(F)(F)F)nc(N2CCOCC2)n1`?
GPR151 activ: 0.5; MITF inh: -11; TEAD-YAP inh: -12; FBW7 act: 0.5

Results for Cc1ccc(NC(=O)c2ccc3c(=O)n(Cc4ccco4)c(=S)[nH]c3c2)cc1C ?
GPR151 activ: -0.2; MITF inh: -12; TEAD-YAP inh: -11; FBW7 act: -0.1

How did CCc1ccc(C(=O)COC(=O)CNC(=O)CNC(=O)c2ccc(C)cc2)cc1 do in these assays?
GPR151 activ: 0.7; MITF inh: -18; TEAD-YAP inh: 4; FBW7 act: 0.1

Results for COCCNC(=O)C/C(C)=N/NC(=O)c1ccncc1 ?
GPR151 activ: 0.3; MITF inh: -3; TEAD-YAP inh: -18; FBW7 act: -0.2

How did CCOC(=O)/C(=N/Nc1ccc(C(C)=O)cc1)c1cnc(N)s1 do in these assays?
GPR151 activ: 0.5; MITF inh: 11; TEAD-YAP inh: 1; FBW7 act: 0.2

How did CC(C)c1ccccc1NC(=O)c1ccc(-c2ccccc2)cc1 do in these assays?
GPR151 activ: -0.3; MITF inh: 2; TEAD-YAP inh: 4; FBW7 act: 0.3

Results for CC(=O)[C@H]1CC[C@H]2[C@@H]3C=CC4=CC(=O)CC[C@@]4(C)[C@@H]3CC[C@]12C ?
GPR151 activ: -0.5; MITF inh: 2; FBW7 act: 0.1

How did Cc1ccc(NC(=O)CSc2cccc[n+]2[O-])c(Br)c1 do in these assays?
GPR151 activ: -0.9; MITF inh: 6; TEAD-YAP inh: -5; FBW7 act: -0.1

What do the screens show for `CCCN1CCc2nnc(CNC(=O)c3ccncc3)n2CC1`?
GPR151 activ: -0.6; MITF inh: -6; TEAD-YAP inh: 6; FBW7 act: 0.1

What do the screens show for `CC(C)NC(=O)C(=O)NCC(c1ccco1)N1CCN(c2ccccc2)CC1` (stereo not drawn)?
GPR151 activ: 1.9; MITF inh: -8; TEAD-YAP inh: -5; FBW7 act: -0.1

Results for CCCC1=NN2C(=N)/C(=C/c3cc(Cl)c(OCCOc4ccc(C)c(C)c4)c(OC)c3)C(=O)N=C2S1 ?
GPR151 activ: -0.9; MITF inh: 3; TEAD-YAP inh: -12; FBW7 act: 0.2

Results for CC(C)n1c(=O)n(CC(=O)NCCc2ccccc2)c2cccnc21 ?
GPR151 activ: 0.1; MITF inh: 4; TEAD-YAP inh: 13; FBW7 act: -0.1

How did CC1CN(CCCCOc2ccc(Cl)cc2)CC(C)O1 (stereo not drawn) do in these assays?
GPR151 activ: 2.1; MITF inh: 17; TEAD-YAP inh: -8; FBW7 act: -0.2

How did Cc1ccc(-c2cccc3c2OC(CNC(=O)c2c(C)noc2C)C3)nc1 (stereo not drawn) do in these assays?
GPR151 activ: 0.5; MITF inh: -9; TEAD-YAP inh: 6; FBW7 act: -0.2

How did CCOc1cc(/C=N/NC(=S)NC(C)C)ccc1O do in these assays?
GPR151 activ: -1.2; MITF inh: 0; TEAD-YAP inh: 3; FBW7 act: 0.0

How did COc1ccc(N2CCN(c3nc(Cl)nc(NCCO)n3)CC2)cc1 do in these assays?
GPR151 activ: -0.4; MITF inh: -13; TEAD-YAP inh: 5; FBW7 act: -0.2

Results for COc1cc(NC(=O)c2cc(-c3ccccc3O)on2)cc(OC)c1OC ?
GPR151 activ: 1.0; MITF inh: 12; TEAD-YAP inh: 20; FBW7 act: 0.0

What do the screens show for `CCOc1ccccc1NC(=O)c1cc([N+](=O)[O-])ccc1N1CCCCC1`?
GPR151 activ: 1.6; MITF inh: -3; TEAD-YAP inh: 2; FBW7 act: 0.0

What do the screens show for `COc1ccc(-c2nc(C)c(CCNC(=O)Cc3ccc(F)cc3)s2)cc1OC`?
GPR151 activ: -0.3; MITF inh: 0; TEAD-YAP inh: -7; FBW7 act: -0.2

What do the screens show for `COc1cc(C=Nc2cccc([N+](=O)[O-])c2)cc(OC)c1OC`?
GPR151 activ: 0.5; MITF inh: -2; TEAD-YAP inh: 9; FBW7 act: -0.1

Results for Cc1ccc(CNC(=O)CN(c2ccc(C)c(Cl)c2)S(C)(=O)=O)cc1 ?
GPR151 activ: 1.4; MITF inh: 3; TEAD-YAP inh: 7; FBW7 act: 0.1

How did CCOC(=O)C(=O)N1CCCc2ccccc21 do in these assays?
GPR151 activ: -0.6; MITF inh: 7; TEAD-YAP inh: 2; FBW7 act: -0.1

What do the screens show for `COc1ccc(NC(=O)CN2C(=O)COc3ccccc32)cc1OC`?
GPR151 activ: 1.4; MITF inh: -8; TEAD-YAP inh: 5; FBW7 act: 0.8

What do the screens show for `CN(CC1CCOCC1)C(=O)CC1C(=O)NCCN1Cc1ccc(Cl)c(F)c1` (stereo not drawn)?
GPR151 activ: 1.5; MITF inh: -6; TEAD-YAP inh: -11; FBW7 act: 0.0

How did Clc1cccc(-c2cnn3c(N4CCOCC4)ccnc23)c1 do in these assays?
GPR151 activ: -2.2; MITF inh: 18; TEAD-YAP inh: 77*; FBW7 act: 0.2

What do the screens show for `CCC(Sc1nc2cc3c(cc2c(=O)n1CCCCCC(=O)NCc1ccc(OC)cc1)OCO3)C(=O)Nc1ccccc1OC` (stereo not drawn)?
GPR151 activ: 0.7; MITF inh: -8; TEAD-YAP inh: -10; FBW7 act: -0.1

How did CC1(C)Cc2c(c(N3CCOCC3)nc3sc4c(NCCO)ncnc4c23)CO1 do in these assays?
GPR151 activ: -0.9; MITF inh: 20; TEAD-YAP inh: -1; FBW7 act: 1.5

Results for COc1ccc(NC(=O)CCn2c(-c3ccccc3)cc(C(C)=O)c2C)c(OC)c1 ?
GPR151 activ: -0.4; MITF inh: 11; TEAD-YAP inh: 5; FBW7 act: -0.1
